Screens: PubChem, National Center for Advancing Translational Sciences (NCATS)
PI5P4Ka inh = qHTS for Inhibitors of phosphatidylinositol 5-phosphate 4-kinase (PI5P4K); PI5P4Kalpha enzyme, ADP-Glo luminescence, 60 min; stronger effect = lower value; max response, %; AID 652105, 2013; Phosphatidylinositol 5-phosphate 4-kinase type-2 alpha (Homo sapiens), P48426; 330,000 compounds, 1.2% hits; active = max response of -50% or lower; inconclusive = between -30% and -50%; inactive = -30% or higher; also: value at the top dose of about 77 µM; % is scaled to controls: 0 for no effect and ±100 for the full control effect
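ADP-Glo luminescence end-point after a 60 min room-temperature kinase reaction. PI5P4Kalpha and substrate in HEPES pH 7.4 buffer with EGTA, 0.1% CHAPS and 5% DMSO; ATP at 5 microM final.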
WRN helicase inh = qHTS for Inhibitors of WRN Helicase; WRN helicase unwinding, fluorescent forked duplex, kinetic; Potency, µM (doses to about 114 µM), for the others: top-dose activity change, negative = inhibition, most hits filed as inhibitors; 360,000 compounds, 0.46% hits; also: potency is read from the fitted curve at half-maximal effect; % is scaled to controls: 0 for no effect and ±100 for the full control effect; nearly all actives have a fitted effect of over 55% in size
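WRN at 20 nM final preincubated with compound 15 min at room temperature; reaction started with 100 nM fluorophore/quencher forked duplex oligonucleotide and 2 mM ATP final. Unwinding followed kinetically by red fluorescence (ex 525, em 598 nm).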
EPAC1 agonist = qHTS for Agonist of cAMP-regulated guanine nucleotide exchange factor 3 (EPAC1): primary screen | EPAC1 agonist qHTS, biochemical assay; response scale: 100% = response to 6.5 mM cAMP | Potency, µM (doses to about 154 µM), for inactives: at the top dose activation, usual class: activators | 360,000 compounds, 0.073% hits; also: potency is read from the fitted curve at half-maximal effect; nearly all actives have a fitted effect of over 60% in size
Target sequence (O95398 whole entry, looked up): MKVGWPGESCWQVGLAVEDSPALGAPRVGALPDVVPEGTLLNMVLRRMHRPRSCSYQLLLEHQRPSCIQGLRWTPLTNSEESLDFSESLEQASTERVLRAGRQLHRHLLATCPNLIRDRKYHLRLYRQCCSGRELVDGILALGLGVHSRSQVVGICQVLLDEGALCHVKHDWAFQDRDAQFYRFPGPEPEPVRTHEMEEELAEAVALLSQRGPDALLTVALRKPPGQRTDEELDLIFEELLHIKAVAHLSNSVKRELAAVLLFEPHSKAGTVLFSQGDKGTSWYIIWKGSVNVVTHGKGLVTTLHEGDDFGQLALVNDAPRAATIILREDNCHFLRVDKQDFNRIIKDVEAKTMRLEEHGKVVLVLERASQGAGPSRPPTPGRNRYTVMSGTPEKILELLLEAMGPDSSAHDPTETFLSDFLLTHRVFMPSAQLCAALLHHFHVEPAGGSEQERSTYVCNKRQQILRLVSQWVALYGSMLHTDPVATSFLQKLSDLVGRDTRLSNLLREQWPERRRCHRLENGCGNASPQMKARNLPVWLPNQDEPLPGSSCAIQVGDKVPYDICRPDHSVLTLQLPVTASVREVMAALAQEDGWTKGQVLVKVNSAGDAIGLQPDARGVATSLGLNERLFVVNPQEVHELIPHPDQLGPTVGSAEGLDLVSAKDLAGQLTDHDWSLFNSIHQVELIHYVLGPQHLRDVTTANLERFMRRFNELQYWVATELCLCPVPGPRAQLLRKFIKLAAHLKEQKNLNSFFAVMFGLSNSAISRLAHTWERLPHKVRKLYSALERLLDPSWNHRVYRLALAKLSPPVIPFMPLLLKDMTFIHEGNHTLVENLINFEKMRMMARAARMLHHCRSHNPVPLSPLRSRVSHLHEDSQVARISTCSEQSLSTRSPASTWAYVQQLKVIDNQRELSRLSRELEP
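Nucleotide exchange by EPAC1 (100 nM) on Rap1B–BODIPY-GDP (250 nM) in the presence of 50 uM GDP is tracked fluorescently at 480/540 nm over 30 min. Signals are normalized to a 6.5 mM cAMP control.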
EPAC1 antagonist = qHTS for Antagonist of cAMP-regulated guanine nucleotide exchange factor 3 (EPAC1): primary screen. Rap guanine nucleotide exchange factor 3 (Homo sapiens), O95398. EPAC1 GEF assay, Rap1b-BODIPY-GDP exchange fluorescence. Potency, µM (series often up to 115 µM), for the others: at the top dose activity change, negative = inhibition, hits mostly inhibitors. 360,000 compounds, 0.14% hits;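 also: potency is read from the fitted curve at half-maximal effect; plate controls were vehicle for no effect and positive control for full effect; nearly all actives have a fitted effect of over 50% in size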
PLK1 PBD inh = qHTS for Inhibitors of PLK1-PDB (polo-like kinase 1 - polo-box domain): Primary Screen | Potency, µM, inactives show max response, negative = inhibition, hits mostly inhibitors | Plk1 PBD binding of FITC phosphopeptide, fluorescence polarization | AID 720504, 2013 | 360,000 compounds, 2.8% hits; also: potency is read from the fitted curve at half-maximal effect; series mostly up to about 57 µM; % is scaled to controls: 0 for no effect and ±100 for the full control effect; nearly all actives have a fitted effect of over 65% in size
FUS yeast rescue = qHTS for Suppressors of FUS Proteinopathy: Primary screen using FUS-linked yeast assay | 390,000 compounds, 0.24% hits | Potency, µM (doses to about 76.6 µM), for the others: top-dose growth rescue (activation), hits mostly activators | S. cerevisiae FUS-expressing, growth rescue, OD600, 24 h | AID 1347120, 2019;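 also: potency is read from the fitted curve at half-maximal effect; plate controls were DMSO vehicle for no effect and reference control for full effect; nearly all actives have a fitted effect of over 55% in size; some results filed as inactive show a strong effect at the top dose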
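FUS-expressing yeast, raffinose-pregrown, induced in 2% galactose minimal medium at OD 0.005; compounds in a dilution series, 24hr at 30C. Growth restoration read as absorbance at 600 nm. CP55940 positive control, DMSO negative.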
IL2 activator = qHTS of IL-2 Activators; 360,000 compounds, 0.065% hits; activation, % (series mostly up to about 46 µM); IL-2 activation reporter assay, cell-based qHTS; stimulated with anti-CD3/CD4/CD28 beads; in transgenic mouse T cells; AID 652025, 2013; in the data active = activation above about 50%; inconclusive = mostly about 30% to 49%; also: 0% is about no effect
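Unstimulated transgenic mouse T cells, 750 per well, received compound and, after 60 minutes, anti-CD3/anti-CD4 bead plus anti-CD28 stimulation. EGFP and DsRed were quantified after 18 hours.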
aSyn yeast inh = qHTS of alpha-syn Inhibitors; AID 652106, 2013; 370,000 compounds, 0.14% hits; Yeast expressing alpha-synuclein, growth rescue, BacTiter-Glo, 24 h; Potency, µM (titrated, usually from 46.1 µM), without a hit: at the top dose growth rescue (activation), usual class: activators; also: potency is read from the fitted curve at half-maximal effect; % of control where 0% means no effect; nearly all actives have a fitted effect of over 65% in size
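Readout is rescue of growth in alpha-synuclein-expressing yeast, so inhibitors of toxicity appear as activators. Growth after 24 hr at 30 deg C in galactose medium is quantified by luminescence.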
Abeta yeast res = qHTS for compounds that reverse cellular toxicity of Amyloid beta (A-beta) peptide in yeast: Primary Screen. yeast expressing A-beta42, growth rescue, OD600, 48 h; response scale: 0% DMSO, 100% iron-clioquinol control. Potency, µM (titrated, usually from 46.1 µM), inactives show top-dose growth rescue, actives largely listed as activators. 410,000 compounds, 0.063% hits; also: potency is read from the fitted curve at half-maximal effect; nearly all actives have a fitted effect of over 55% in size
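Yeast growth medium received pinned compounds, then yeast cells expressing toxic A-beta were added; plates incubated at 30 C for 48 hr. Growth read as absorbance at 600 nm, normalized to DMSO and equimolar FeCl3 plus clioquinol controls.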
The depositor's hits bear a star; ? = inconclusive; / = no result given; & = joins results of further samples; [ ] = dose if it differs, or a comment. Unless noted, calls follow the shape of the dose curve; as a rule, active = well fitted curve in the direction sought with a large enough effect; inconclusive = small, poorly fitted or top-dose-only effect, or another doubt; inactive = no such curve, though single readings can be large; an effect the other way counts as inactive or inconclusive. An unsorted share of the library. Share with any hit: about 4.1%.

no.	canonical_smiles	PI5P4Ka inh	WRN helicase inh	EPAC1 agonist	EPAC1 antagonist	PLK1 PBD inh	FUS yeast rescue	IL2 activator	aSyn yeast inh	Abeta yeast res
1	O=C(COC(=O)c1cccc(Cl)c1)Nc1ccc2[nH]c(=O)[nH]c2c1	-7	-4%	-29%	-10%	-4%	-3%	0.1	-1%	0%
2	O=C(COC(=O)COc1ccccc1[N+](=O)[O-])Nc1ccc(S(=O)(=O)N2CCCCC2)cc1	/	-9%	0%	5%	4%	38%	-1.1	3%	16%
3	Cc1cnc(C(=O)Nc2ccc(C(C)C)cc2)cn1	0	1%	15%	9%	-17%	29%	9.5	-2%	5%
4	O=C(O)CCn1c(C2CCCCC2)nc2ccccc21	/	1%	-6%	14%	-3%	13%	-3.2	4%	1%
5	CC(C)CCN1C(=O)CCC1(C)C(=O)NC1CCCCCCC1 (configuration not stated)	/	-12%	-5%	0%	-3%	33%	1.2	-1%	12%
6	CC1CC(C)CN(C(=O)CCc2nnc3ccc(N4CCCCC4)nn23)C1 (configuration not stated)	-15	11%	-12%	-25%	30µM*	5%	-2.2	-2%	5%
7	CN1N=C(C(C)(C)C)CC1=O	1	-1%[11.6 µM]	16%	?	-10%	-32%	-3.8	7%	-3%
8	CCOc1ccc(NC(=O)c2ccc(NC(=O)CSc3nc4ccccc4c(=O)[nH]3)cc2)cc1	-16	-8%	2%	-24%	-10%	32%	2.9	-2%	7%
9	CC1CCCCN1C(=O)CSc1nc2cc3c(cc2c(=O)n1Cc1ccc2c(c1)OCO2)OCO3 (configuration not stated)	/	7%	11%	-1%	-7%	27%	-1.5	-4%	-4%
10	CC(=O)Nc1cccc(NC(=O)CSc2ccc3nnc(CCNC(=O)c4ccccc4)n3n2)c1	-6	0%	2%	-10%	3%	2%	0.3	6%	2%
11	CCCN1CCC(NC(=S)Nc2ccc(S(N)(=O)=O)cc2)CC1	-8	8%	4%	6%	-10%	8%	0.4	-1%	0%
12	O=C(NCC1CCCO1)c1cccc(-n2cnnn2)c1 (configuration not stated)	-1	-1%	14%	-10%	-9%	-2%	-0.6	-7%	-5%
13	CCOC(=O)c1sc2nc(C)nc(NCCc3ccc(S(N)(=O)=O)cc3)c2c1C	-2	-8%	2%	7%	7%	-7%	1.0	0%	6%
14	Cc1ccc(NC(=S)NCCc2ccc(S(N)(=O)=O)cc2)cc1C	-1	-6%	-9%	7%	-5%	/	-0.1	5%	13%
15	COc1ccc(C(CNC(=O)c2cccc(N(C)C)c2)N2CCCC2)cc1 (configuration not stated)	8	3%	-1%	0%	0%	26%	0.5	1%	3%
16	O=C(N/N=C/c1cn(CCOc2ccccc2)c2ccccc12)c1ccncc1	5	8%	-17%	-8%	1%	24%	-3.3	-4%	-23%
17	Cc1ccc2c(c1)C(=O)CC(O)(C(F)(F)F)O2 (configuration not stated)	-7	-20%	-1%	1%	-10%	-8%	1.4	-2%	6%
18	COCCn1c(=S)[nH]c2cc(C(=O)N3CCc4ccccc43)ccc2c1=O	/	0%	-14%	-1%	-13%	33%	-1.9	-7%	-5%
19	COc1ccc(/C=N/NC2=NCCCCC2)c(OC)c1	-13	-2%	1%	-3%	-17%	6%	0.6	2%	8%
20	CCOC(=O)c1ccc(NC(=S)NC(=O)C2CCCC2)cc1	-1	-6%	-7%	9%	-8%	-19%	1.0	4%	?
21	CCOC(=O)c1ccc(N2C(=O)CC(N(C)CCc3ccc(OC)c(OC)c3)C2=O)cc1 (configuration not stated)	-5	-1%	-15%	1%	1%	0%	0.2	-71%[inhibitor]	-94%[inhibitor]
22	CCOC(=O)c1ccc(NC(=O)CCNS(=O)(=O)c2cccs2)cc1	-5	0%	-1%	1%	0%	-10%	0.7	-6%	-4%
23	Cc1ccc(NC(=O)CN2C(=O)NC(Cc3c[nH]c4ccccc34)C2=O)cc1S(=O)(=O)N1CCCCC1 (configuration not stated)	6	-9%	-7%	-17%	5%	19%	-0.5	4%	19%
24	CCOC(=O)c1[nH]c(C)c(C(=O)OCC(=O)NC2CCS(=O)(=O)C2)c1C (configuration not stated)	8	-1%	9%	8%	1%	-29%	2.2	1%	3%
25	Cc1nn(C(C)C(=O)N2CCc3ccccc32)c(C)c1[N+](=O)[O-] (configuration not stated)	/	4%	3%	10%	-6%	-11%	-1.5	17%	8%
26	CCC12C(=Nc3c(Cl)cccc31)C[C@@H]1CCN3C(=O)CCC[C@H]2[C@H]13 (some centres not stated)	3	-1%	-10%	-24%	-5%	-10%	-0.3	2%	-5%
27	Cc1ccc(NC(=O)c2ccccc2Cl)c(Cl)c1	-3	4%	1%	9%	-9%	12%	-0.8	1%	-13%
28	O=C(COC(=O)c1ccc(Sc2ccccc2)c([N+](=O)[O-])c1)NC1CCCc2ccccc21 (configuration not stated)	-11	1%	1%	4%	-4%	14%	-0.2	10%	31%
29	COc1ccc(OC)c(NC(=O)NNC(=O)CCCOc2ccc(Cl)cc2C)c1	0	4%	-4%	-7%	-1%	26%	0.2	-3%	2%
30	COc1ccc(NS(=O)(=O)c2ccc(NS(=O)(=O)c3cccc(C(=O)O)c3)cc2)cc1	-7	-12%	0%	1%	0%	-7%	-0.2	0%	-3%
31	Cc1ccc(NC(=O)c2oc3ccc(S(=O)(=O)N4CCOCC4)cc3c2C)c(C)c1	5	-11%	-6%	-8%	-20%	43%&15%	-2.7	-1%	-2%&-3%
32	CCC(=O)N1CCCC(C)(C(=O)NS(=O)(=O)c2ccccc2Cl)C1 (configuration not stated)	-1	7%	0%	9%	6%	-21%	-0.1	12%	-9%
33	CNCc1cn2cc(Cl)ccc2n1	-7	8%	3%	3%	27µM*	28%	-1.3	4%	-8%
34	COc1cc(NS(=O)(=O)c2ccc(OC)c(C)c2C)c(OC)cc1Cl	-4	-2%	-3%	0%	1%	38%	-0.5	1%	-8%
35	COc1ccccc1NC(=O)c1ccc([N+](=O)[O-])o1	2	-1%	15%	3%	-8%	-23%	1.0	-71%[inhibitor]	-93%[inhibitor]
36	CC(OCCN1CCCC1)(c1ccc(F)cc1)c1ccc(F)cc1	-5	6%	-4%	-7%	30µM*	14%	16	14%	7%
37	O=c1c2c3c(sc2nc2n1CCCC2)CCC3	/	-13%	-7%	3%	0%	4%	0.3	-9%	-22%
38	COC(=O)c1ccc(CNC(=O)COC(=O)/C=C/c2ccc(OC)c(OC)c2)cc1	-3	4%	5%	-27%	-6%	10%	1.0	4%	-10%
39	Cc1ccccc1N(CC(=O)NCc1ccncc1)S(C)(=O)=O	/	-7%	8%	2%	-13%	-5%	1.1	-6%	-5%
40	O=C(CN1CCCC1=O)NC1(C(F)(F)F)NC(=O)N(Cc2ccccc2)C1=O (configuration not stated)	/	-5%	3%	-1%	-6%	2%	-0.5	5%	-10%
41	Cc1ccc(C(=O)N/N=C\c2cccs2)cn1	0	-29%[57.1 µM]	-2%	1%	-11%	21%	-1.2	3%	-14%
42	Cc1cccc(OCCN2C(=O)C(=O)c3cccc(C)c32)c1	-1	4%	-9%	-15%	-18%	/	-1.8	-13%	-18%
43	O=C1c2ccccc2C(O)N1Cc1cccs1 (configuration not stated)	4	-5%	6%	6%	-4%	-24%	0.3	3%	1%
44	CCOC(=O)C1CCCN(Cc2nc(Cc3ccccc3Cl)no2)C1 (configuration not stated)	-1	-2%	6%	-3%	-4%	-20%	-4.6	7%	0%
45	Nc1nc(N2CCCCC2)c(C=O)c(N2CCCCC2)n1	1	-1%	-2%	-5%	-15%	13%	-3.1	-1%	-12%
46	N#Cc1c(/N=C/c2cccs2)sc2c1CCCCC2	0	-8%	0%	-11%	-12%	13%	5.5	0%	-9%
47	CC(C)N(Cc1nc(-c2ccc3c(c2)OCO3)no1)CC1CCC(=O)N1 (configuration not stated)	-3	2%	-15%	5%	-1%	-1%	-1.5	14%	-12%
48	COc1ccc(S(=O)(=O)Nc2cccc(N(C)S(C)(=O)=O)c2)cc1C	2	12%	10%	-8%	-9%	/	0.2	0%	-21%

Structures listed so far containing a furan ring, fused or not, in the order listed:
no.	canonical_smiles	PI5P4Ka inh	WRN helicase inh	EPAC1 agonist	EPAC1 antagonist	PLK1 PBD inh	FUS yeast rescue	IL2 activator	aSyn yeast inh	Abeta yeast res
31	Cc1ccc(NC(=O)c2oc3ccc(S(=O)(=O)N4CCOCC4)cc3c2C)c(C)c1	5	-11%	-6%	-8%	-20%	43%&15%	-2.7	-1%	-2%&-3%
35	COc1ccccc1NC(=O)c1ccc([N+](=O)[O-])o1	2	-1%	15%	3%	-8%	-23%	1.0	-71%[inhibitor]	-93%[inhibitor]
